sdo1 growth = sdo1-depleted yeast growth rescue | S. cerevisiae sdo1-depleted JHY4D growth rescue, OD600 30 h; active compounds read high; pdr5 snq2 efflux-pump mutant strain | AID 817 | 0.21% of 140,000 active | z-score at 10 µM;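 active means z-score above 3 at both the 24 hr and the 30 hr optical density reads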;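 further: z-score against mean and SD of all compound wells on the same plate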
INS promoter inh = TRM-6 insulin promoter activity inhibition. 0.9% of 130,000 active. inhibition, % at 2 µM. AID 1273. TRM-6 cells (human fetal islet line), insulin promoter-eGFP reporter, imaging; reporter expression induced with tamoxifen;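 active means inhibition above the mean plus 3 SD, with well images judged a real hit on visual review, cut at about 60% in these data, passing the limit was not always enough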
sdo1 growth Rescue 24 h = second read-out of sdo1 growth, no call of its own (marks repeat the call); z-score; S. cerevisiae sdo1-depleted JHY4D growth rescue, OD600; measured here: growth rescue at 24 h;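 0 is the plate mean of compound wells and units are plate SD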
An asterisk follows results filed as active; i = inactive; x = no result given. Outcome played no part in choosing rows; overall some 0.94% were active at least once.

SMILES	sdo1 growth	sdo1 growth Rescue 24 h	INS promoter inh
Cc1cccc(C)c1N(CC(=O)Nc1cc(Cl)ccc1Oc1ccccc1)S(C)(=O)=O	-1.7	-2	-7
N#CCCN(C(=O)COC(=O)COc1ccc(Cl)cc1)c1ccccc1	x	x	-17
CCOC(=O)c1sc(=S)n(C)c1NC(=O)c1ccc(F)cc1	-0.02	0.11	-75
CCCCOc1ccc(OCCNS(=O)(=O)N(C)C)cc1	0.52	0.18	54
CC(CO)Nc1nc(SCc2ccccc2)nc2sc3c(c12)CCC3 (stereo not given)	-1.7	-0.62	6
O=C(N/N=C/c1cccn1-c1cccc(C(=O)O)c1)Nc1ccccc1	0.87	0.03	44
CCOc1cc2[nH]c(=O)n(Cc3ccccc3)c(=O)c2cc1OCC	1.3	2.2	-21
CN1CCN(Cc2c(O)ccc3c2oc(=O)c2ccccc23)CC1	-0.34	-1.3	x
CC1CC(C)(C)NC(=S)S1 (stereo not given)	0.58	0.69	47
Cc1ccc(S(=O)(=O)ON=C2CCN(S(=O)(=O)c3ccccc3)CC2)cc1	1	0.34	29
O=C(O)/C=C\C(=O)NCc1ccccc1	1.2	0.73	19
CC1(C)CC(=O)C2=C(C1)OC(/N=C/N1CCOCC1)=C(C#N)C2c1ccccc1 (stereo not given)	0.55	0.14	-12
Cc1ccc(NC2c3ncccc3C(=O)N2C2CCCCC2)cc1 (stereo not given)	0.05	0.22	-29
CCOC(=O)Cc1csc(NC(NC(=O)OCC)(C(F)(F)F)C(F)(F)F)n1	-0.29	-1	10
COC(=O)c1cccc(OC(N)=O)c1	2.3	4.8	45
COc1ccc(C)cc1S(=O)(=O)N(CC(=O)Nc1cc([N+](=O)[O-])ccc1C)c1ccc(C)c(C)c1	0.08	-0.36	x
COc1ccc(Nc2cc(Cl)nc(N)n2)cc1OC	x	x	55
COc1ccc(/C=C/C(=O)Nc2cc(C)nn2-c2nc3ccccc3[nH]2)cc1	-1.7	-1.6	x
CCC(CC)C(=O)OCC(=O)Nc1ccc(S(=O)(=O)N2CCOCC2)cc1OC	0.21	1.6	25
COc1ccccc1N1CCN(C(=O)CN(c2ccc(C)c(C)c2)S(C)(=O)=O)CC1	0.59	0.21	22
O=C(Nc1ccccc1)Nc1ccccc1-n1ccnc1	x	x	-80
O=C(CCSc1ccc(F)cc1)Nc1ccc(-n2cnnn2)cc1	-0.09	0.5	31
CNc1nc(-c2c[nH]c3ccccc23)cs1	-0.19	-0.67	21
CN1C(=O)c2ccc(C(=O)NC3CCCCC3)cc2C1=O	0.17	0.08	31
CCC(=O)Nc1ccc(N2CCN(Cc3ccccc3F)CC2)cc1	-0.56	-0.64	x
CCn1c(=O)c(C(=O)Nc2cccnc2)c(O)c2ccccc21	x	x	-58
COc1ccc(C(C)=O)cc1CSC(=N)N	x	x	-54
Cc1ccc(OCCOCCNC(C)(C)C)c([N+](=O)[O-])c1	1	1.4	5
C=CCn1c(N)cc(=O)nc1SC(C)C(=O)Nc1cccc2ccccc12 (stereo not given)	0.78	-0.2	i
O=C(CCc1ccccc1)Nc1cccc(NC(=O)CCc2ccccc2)c1	-1	-0.87	17
COc1ccc(CCNC(=O)Cn2cnc3c2c(=O)n(C)c(=O)n3C)cc1OC	-0.01	-0.76	18
CC1CCN(S(=O)(=O)c2ccc(NC(=O)Cc3ccccc3)cc2)CC1	-0.37	-0.43	43
CC1CCCCN1C(=O)CSc1nc2cc3c(cc2c(=O)n1Cc1ccc2c(c1)OCO2)OCO3 (stereo not given)	-1.3	-1.1	-48
O=C(C1CCC1)N1CCc2cc(S(=O)(=O)NCc3ccco3)ccc21	0.65	1.2	82*
O=C(COc1ncnc2scc(-c3ccccc3)c12)NC1CCCc2ccccc21 (stereo not given)	-0.88	-0.78	-47
c1cnc2nc(CSc3ncn[nH]3)cn2c1	x	x	15
CCN(c1cccc(C)c1)S(=O)(=O)c1ccc2[nH]c(=O)c(=O)[nH]c2c1	0.28	0.49	40
CC1(C)Cc2nc3sc4c(=O)n(CC(=O)NCc5ccco5)cnc4c3cc2CO1	-1.4	-1.6	x
COc1ccccc1NC(=O)CN1CCN(CC(=O)Nc2ccc3c(c2)OCCO3)CC1	0.13	0.3	17
CC(C)[C@H](NC(N)=O)C(=O)NCCc1ccc(Cl)cc1Cl	x	x	6
CN(C)CCNc1nc(S(=O)(=O)c2ccccc2)c(Cl)s1	x	x	-52
Cc1cc(N2CCOCC2)nc2ccc(NC(=S)N3CCN(c4ccccc4)CC3)cc12	x	x	55
Fc1ccccc1/C=N/NC(=S)Nc1ccc(Cl)cc1Cl	-0.53	-0.05	-114
N#Cc1ccc(COC(=O)CSc2nnc(N)s2)cc1	2	2.4	x
Cc1ccc2c(c1)c1ncn(CCC3=CCCCC3)c(=O)c1n2C	-0.98	-1.1	64
CCOc1ccc(Nc2nc(N3CCCC3)nc(N3CCN(c4ccc(OC)cc4)CC3)n2)cc1	x	x	0
CCOC(=O)C1CCN(C(=O)CCc2c(C)nc3ncnn3c2C)CC1	0.12	-0.21	x
CCOC(=O)N1CCN(S(=O)(=O)c2cccc3cccnc23)CC1	0.65	1	x
O=C(CCCCCCC(=O)c1ccccc1)c1ccccc1	x	x	57
CCN1CCCC(OC(=O)Nc2ccccc2)C1 (stereo not given)	0.27	0	x
Cc1ccc(-n2c(C)cc(/C=N/Nc3ccc([N+](=O)[O-])cn3)c2C)c(C)c1	-0.91	-0.24	-35
COc1ccc(/C=C(/NC(=O)/C=C/c2ccccc2)C(=O)N2CCOCC2)cc1	1.5	1.4	-12
COc1cc(OC)cc(C(=O)N[C@H](C(=O)Nc2nc(-c3ccc(F)c(F)c3)cs2)C(C)C)c1	x	x	-38
Cc1ccc(-n2nc(C)cc2Nc2ncc(Cl)cc2Cl)cc1	-1.2	-1.3	x
Cc1cc(N2CCCC(C(=O)Nc3ccc4c(c3)CCC4)C2)n2ncnc2n1 (stereo not given)	-0.78	-0.7	x
CC(C)(C)c1cc(NC(=O)CSc2nnc(N)s2)n(-c2ccccc2)n1	1.3	1.3	6
CC1CCN(C(=O)CSc2nnc(-c3cccnc3)n2C2CCCCC2)CC1	-0.25	-0.88	11
CN1N=C(/C=C/c2ccccc2)CCC1=O	x	x	66
COc1ccc(/C=C(\NC(=O)c2ccc(C)cc2)C(=O)NCC2CCCO2)cc1 (stereo not given)	x	x	17
O=c1c2c3c(sc2nc(NCCO)n1CCc1ccccc1)CCCCC3	-1.8	-1.6	-3
(list continues)
SMILES	sdo1 growth	sdo1 growth Rescue 24 h	INS promoter inh
CCCCCC1CCC(C(=O)O)CC1 (stereo not given)	-0.08	-0.45	57
CCCNC(=O)Cc1c(O)c2ccccc2[nH]c1=O	-0.47	-1.2	41
O=C(CCc1ccccc1)Nc1ccc2c(c1)OCCO2	0.34	-0.44	-27
S=C(Nc1ccc(OCc2ccccc2)cc1)Nc1cccc(Cl)c1Cl	-0.73	0.12	x
COC(=O)Cn1c(C)nc([N+](=O)[O-])c1Br	x	x	33
Cc1oc(-c2ccccc2)nc1CS(=O)CC(=O)O (stereo not given)	-0.17	-1.1	x
COc1cc(OC)nc(NC(=O)CSc2nc3ccccc3[nH]2)n1	-0.33	-0.18	0
Cc1cc(O)ccc1Nc1nc(-c2cccs2)cs1	x	x	19
O=C(NC1CCCC1)c1ccc(CSCc2ccccc2F)o1	-0.73	-1.4	-16
CCCS(=O)(=O)N1CCCC(C(=O)NCc2cccnc2)C1 (stereo not given)	1.5	2.1	x
O=C(/C=C/c1ccc(OCCCF)cc1)Nc1ccnc(-c2cccnc2)n1	x	x	-20
Nc1nc(Cl)c(C=O)c(N2CCCCC2)n1	x	x	0
CSC(=Nc1ccc(Cl)cc1)N[n+]1ccccc1	1.3	1.2	-15
COc1ccc(NC(=O)CC23CC4CC(C2)CC(n2nnc(C)n2)(C4)C3)cc1	x	x	-13
O=C1CC(SCCc2nc3ccccc3[nH]2)C(=O)N1c1ccc(F)cc1 (stereo not given)	1.1	1	3
Cc1ccc(CC(=O)N2CCC(c3nc4c(nnn4Cc4ccccc4)c(=O)[nH]3)CC2)cc1	-0.44	-1.4	x
O=C(c1ccco1)N1CCN(c2ncccn2)CC1	2.1	2.5	x
Cn1cc(CC(=O)NCCCN2CCCC2=O)c2ccccc21	0.65	-0.12	x
COCCNC(=O)c1ccc2c(c1)nc(C)n2-c1cccc(F)c1	-0.22	-1.1	-8
CCCn1cc(S(=O)(=O)CC(=O)Nc2ccc(OC)cc2OC)c2ccccc21	0.29	0.24	-414
CC(C)c1cc(C(N)=O)c(NC(=O)C2CCC2)s1	-0.58	-0.34	81*
CCOc1ccc(C2/C(=C(\O)c3ccc(OC)c(OC)c3)C(=O)C(=O)N2c2cc(C)on2)cc1OC (stereo not given)	0.4	0.24	x
CCOCCN1CCN(C(=O)CN2CCCC2=O)CC1	0.77	0.63	-8
O=C(NCc1ccc2c(c1)OCO2)c1ccc(S(=O)(=O)C(F)F)cc1	x	x	-28
CC(CCc1ccccc1)NC(=O)Cc1ccccc1 (stereo not given)	0.19	0.06	-20
CCOc1ccc(CNC(=S)N/N=C/c2ccncc2)cc1	-0.81	-0.42	11
CCOC(=O)c1c(C)oc2ccc(OCC(=O)C(C)(C)C)cc12	-1	-0.04	18
COc1cccc(N2CCN(Cc3ccsc3)CC2)c1	0.79	0.59	x
CCC1CCc2c(sc(NC(=O)C3c4ccccc4Oc4ccccc43)c2C(N)=O)C1 (stereo not given)	-0.43	-0.39	x
CN(Cc1ccccc1)C(=O)COc1ccccc1	0.08	0.13	-66
COC(=O)Cn1c(=O)c(C)nc2ccccc21	x	x	18
CCOC(=O)c1c(NC(=O)c2ccc(S(=O)(=O)N3CCOCC3)cc2)sc2c1CCN(C)C2	0.63	0.52	-60
CC1CCCC(NC(=O)COC(=O)c2c[nH]c(=O)[nH]c2=O)C1C (stereo not given)	0.64	0.27	16
CC(C)C1Oc2ccccc2N(CC(=O)N(Cc2ccncc2)Cc2ccco2)C1=O (stereo not given)	-0.22	-0.31	-25
CC1(C)CC(N=c2cc(-c3ccccc3)oc3ccc(Cl)cc23)CC(C)(C)N1	x	x	-57
CCCOC(=O)Nc1nc2ccccc2o1	0.65	0.83	-20
Cc1onc(-c2ccccc2Cl)c1C(=O)NC(=S)Nc1ccccc1C(N)=O	1.2	0.91	11
CN1CCN(Cc2nc3ccccc3c(=O)n2Cc2nc(-c3ccc([N+](=O)[O-])cc3)cs2)CC1	0.11	0.31	x
CCOC(=O)COc1ccc([N+](=O)[O-])cc1	0.07	-1.3	16
COc1ccccc1C(=O)Nc1ccc2c3c(cccc13)CC2	0.93	1.2	-31
Cc1ccc(NC(=O)COC(=O)c2cccc3c(=O)c(C)c(-c4ccccc4)oc23)cc1	-1.7	-1.4	38
CS(=O)c1ccccc1COC(=O)Nc1cccc(Cl)c1 (stereo not given)	0.88	0.69	x
COc1ccc(/C=N/Nc2nc(-c3cccc(S(=O)(=O)N4CCCC4)c3)cs2)cc1OC	-0.35	-0.1	57
O=C(CSC1=NCCS1)N1CCCCCC1	-0.04	-1.6	25
CN1CC2(Cc3c1ccc1ccccc31)C(=O)OC(C)(C)OC2=O	0.9	0.18	0
Cc1cc(C)nc(/N=C2\NC(=O)CC3C(=O)NCCN23)n1 (stereo not given)	-0.65	-0.56	8
COc1ccc(-c2nc(C(=O)O)cs2)cc1OC	x	x	20
NC(=O)Nc1ccc(C(=O)OCC(=O)N(Cc2ccccc2)C2CCS(=O)(=O)C2)cc1 (stereo not given)	x	x	36
CCCCN(CCCC)CCNC(=O)CNC(=O)c1cccs1	0.06	-0.42	18
COc1cc(C2C3CN(C)CC=C3C(C#N)=C(N)C2(C#N)C#N)ccc1OC(C)C (stereo not given)	2	4.7	-257
COc1ccc(C)cc1NC(=O)NCCC1=CCCCC1	-1.4	-1.6	-4
Cc1[nH]c2ccccc2c1-c1nc2ccccc2[nH]1	1.7	0.27	x
C=CCn1cnc2sc(C(=O)Nc3ccccc3OC)c(C)c2c1=O	x	x	-50
CCCCC(c1nnnn1CCOC)N1CCN(C)CC1 (stereo not given)	1.3	0.09	-33
CCC1C(=O)N=C(SCC(=O)Nc2cccc3ccccc23)NC1=O (stereo not given)	-0.96	-0.58	-16

Grouped by structure, those above containing a Cl atom
SMILES	sdo1 growth	sdo1 growth Rescue 24 h	INS promoter inh
Cc1cccc(C)c1N(CC(=O)Nc1cc(Cl)ccc1Oc1ccccc1)S(C)(=O)=O	-1.7	-2	-7
N#CCCN(C(=O)COC(=O)COc1ccc(Cl)cc1)c1ccccc1	x	x	-17
COc1ccc(Nc2cc(Cl)nc(N)n2)cc1OC	x	x	55
CC(C)[C@H](NC(N)=O)C(=O)NCCc1ccc(Cl)cc1Cl	x	x	6
CN(C)CCNc1nc(S(=O)(=O)c2ccccc2)c(Cl)s1	x	x	-52
Fc1ccccc1/C=N/NC(=S)Nc1ccc(Cl)cc1Cl	-0.53	-0.05	-114
Cc1ccc(-n2nc(C)cc2Nc2ncc(Cl)cc2Cl)cc1	-1.2	-1.3	x
S=C(Nc1ccc(OCc2ccccc2)cc1)Nc1cccc(Cl)c1Cl	-0.73	0.12	x
Nc1nc(Cl)c(C=O)c(N2CCCCC2)n1	x	x	0
CSC(=Nc1ccc(Cl)cc1)N[n+]1ccccc1	1.3	1.2	-15
CC1(C)CC(N=c2cc(-c3ccccc3)oc3ccc(Cl)cc23)CC(C)(C)N1	x	x	-57
Cc1onc(-c2ccccc2Cl)c1C(=O)NC(=S)Nc1ccccc1C(N)=O	1.2	0.91	11
CS(=O)c1ccccc1COC(=O)Nc1cccc(Cl)c1 (stereo not given)	0.88	0.69	x
